GAA inh = alpha-glucosidase (human) inhibition; P10253; purified human GAA, 4-MU-alpha-glucoside fluorescence; Potency, µM (top dose mostly 76.9 µM), without a hit: at the highest dose activity change, negative = inhibition, actives largely listed as inhibitors; actives 0.005% (n = 200,000); AID 1466;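 further: plate controls were uninhibited enzyme wells for no effect and no-enzyme background for full effect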
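Enzyme (4 nM final) mixed with compound (up to 77 uM), then 4-MU-alpha-D-pyranoside (400 uM final) added; 20 min at room temperature, pH 5.0. Reaction stopped at pH 10, fluorescence read, AC50 derived by Hill fit.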
IMPase Li inh = IMPase inhibition in cells with lithium potentiation; CHO-M1 cells, IP1 TR-FRET (IP-One), carbachol + lithium; Potency, µM (titrated, usually from 59.4 µM), inactives show top-dose activity, negative = IMPase inhibition, usual class: inhibitors; actives 0.35% (n = 210,000); AID 1457;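 further: IP1 builds up when IMPase is blocked and the TR-FRET signal falls; plate controls were basal vehicle for no effect and high inhibitor control for full effect; nearly all actives have a fitted effect of over 50% in size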
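Test compounds were applied to CHO-M1 cells previously cultured for 16–30 h at 2000 per well. A small lithium amount accompanied them; after 30 min at 37C, IP1 was quantified by TR-FRET.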
GAA glycogen mod = inhibitors or activators of human alpha-glucosidase glycogen cleavage; P10253; recombinant GAA, glycogen substrate, Amplex Red glucose oxidase fluorescence; Potency, µM (doses to about 76.4 µM), for the others: top-dose activity change, negative = inhibition, hits mostly inhibitors; actives 0.38% (n = 300,000); AID 2100;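 further: 0% = full enzyme reaction and -100% = no-enzyme basal signal; the screen sought inhibitors and activators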
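Recombinant human alpha-glucosidase (4 nM final) hydrolysed bovine liver glycogen (30 ug) for 40 min at 37 C in pH 5.0 citrate/phosphate with 0.01% Tween-20. Released glucose detected by glucose oxidase/Amplex Red, Ex 573/Em 610 nm. Compounds up to 77 uM; AC50 from Hill fits.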
GoLoco inh red = inhibitors of human Gai1-RGS12 GoLoco interaction (red fluorophore). P63096. Gai1:RGS12 GoLoco peptide FP, rhodamine, 10 min. Potency, µM (doses to about 61.6 µM), for the others: top-dose activity, negative = inhibition, most hits filed as inhibitors. actives 0.44% (n = 230,000). AID 880; active means well fitted inhibition curve with a large enough effect, not every such curve was filed as active; inactive means no such curve, though single readings can be large or run the other way; further: on the % scale 0 is the no-effect control and ±100 the full control effect; nearly all actives have a fitted effect of over 30% in size; many of its hits are not listed in these tables
Target sequence (P63096 whole entry, looked up): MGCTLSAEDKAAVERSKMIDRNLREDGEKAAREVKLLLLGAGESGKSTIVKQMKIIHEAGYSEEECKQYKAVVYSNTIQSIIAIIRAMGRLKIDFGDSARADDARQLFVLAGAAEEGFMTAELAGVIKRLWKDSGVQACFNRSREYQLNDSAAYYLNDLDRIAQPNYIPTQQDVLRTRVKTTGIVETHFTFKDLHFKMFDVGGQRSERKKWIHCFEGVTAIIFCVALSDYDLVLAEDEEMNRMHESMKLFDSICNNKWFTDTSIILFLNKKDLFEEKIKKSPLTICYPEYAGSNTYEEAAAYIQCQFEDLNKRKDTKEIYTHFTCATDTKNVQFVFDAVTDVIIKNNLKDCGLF
HttQ103 aggreg = reduces HttQ103-GFP aggregates in PC12 cells | PC12 HttQ103-GFP aggregates, Acumen cytometry, 40 h | Potency, µM (titrated, usually from 46.1 µM), for the others: at the highest dose activity change, negative = inhibition, actives largely listed as inhibitors | actives 1.1% (n = 220,000); further: on the % scale 0 is the no-effect control and ±100 the full control effect; nearly all actives have a fitted effect of over 60% in size
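Read-out: GFP aggregate count by laser scanning cytometer (488 nm excitation, 500-530 nm emission, 1–25 µm objects >6 SD above background). Cells: PC12, inducible HTTex1-Q103-GFP, 100 nM tebufenozide; compounds titrated.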
GAA spleen mod = inhibits or activates alpha-glucosidase in human spleen homogenate | P10253 | human spleen homogenate, 4-MU-alpha-glucoside fluorescence | Potency, µM (highest dose often 79.9 µM), for inactives: at the highest dose activity change, negative = inhibition, actives largely listed as inhibitors | actives 0.006% (n = 240,000);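 further: 0% = enzyme with vehicle and -100% = no enzyme basal signal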
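Human spleen homogenate (1 ug) with 4-methylumbelliferyl-alpha-D-glucopyranoside (1 mM final) in 50 mM citrate/phosphate pH 5.0, 0.01% Tween-20; 40 min at 37 C. Stopped at pH 10; 4-MU fluorescence Ex 365/Em 440 nm; AC50 by Hill fit.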
HTT cytoprotect = cytoprotection in Huntington HTT-Q103 PC12 cell model | PC12 HTT-Q103 induced, cytoprotection, ATP luminescence, 40 h | Potency, µM (top dose mostly 56.4 µM), for the others: cytoprotection (ATP increase), usual class: activators | actives 0.14% (n = 230,000);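 further: % of control where 0% means no effect; nearly all actives have a fitted effect of over 45% in size; toxic huntingtin expression switched on by the ecdysone agonist tebufenozide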
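Cells were plated at 1500 per well in phenol red-free DMEM with 5% equine and 5% calf serum. Tebufenozide (100 nM final) and compounds were added, then ATPlite reagent, and luminescence was read.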
Numbers without * were called inactive; ? = inconclusive; nt = no result given; & = joins results of further samples; [ ] = remark or other dose. Unless noted, the call rests on the fitted dose curve; in most records, active means well fitted curve in the direction sought with a large enough effect; inconclusive means small, poorly fitted or top-dose-only effect, or another doubt; inactive means no such curve, though single readings can be large; an effect the other way counts as inactive or inconclusive. Potency means the concentration at half of the fitted maximal effect.

SMILES	GAA inh	IMPase Li inh	GAA glycogen mod	GoLoco inh red	HttQ103 aggreg	GAA spleen mod	HTT cytoprotect
CCCc1c(C)nc2c(Br)cccc2c1Cl	5%	-20%	13%	-1%	6%	6%	3%[1.9 µM]
CCOC(=O)c1c(C)n(C)c2ccc(O)c(S(=O)(=O)c3ccccc3)c12	-4%	21%[38.3 µM]	-11%	0%	-15%	-3%	-11%[10 µM]
Cc1ccn(-c2ccc([N+](=O)[O-])cc2)n1	0%	22%[38.3 µM]	2%	14%	?	1%	-20%[10 µM]
Cc1cc(-n2c(C)c3c(C)nnc(C)c3c2C)ccc1N	5%	nt	12%	2%	-4%[9.22 µM]	1%	13%[10 µM]
Cc1ccc(S(=O)(=O)/N=C(\N)c2ccc(F)cc2)cc1	-4%	2%	-1%	1%	4%	-1%	-38%
Cc1cc(=O)oc2cc(OCC(=O)N3CCOCC3)ccc12	-4%	3%	2%	-13%	4%	6%	-7%[10 µM]
CC(=O)c1cc(-c2nc3ccccc3n2C)n(C)c1	-1%	-9%[38.3 µM]	6%	5%	-1%	6%	-3%[0.074 µM]
O=c1c(CO)cc(CO)cc(CO)c1O	nt	nt	-1%	0%	0%[9.22 µM]	0%	15%[10 µM]
COc1ccc(C2C(C(=O)Nc3cc(OC)c(OC)c(OC)c3)c3ccccc3C(=O)N2C)cc1OC (centres undefined)	-1%	-4%	4%	1%	1%	-3%	10%
CC(=O)c1c(C)[nH]c(-c2ccccc2)c1C	3%	4%	-3%	-5%	2%	-3%	nt
O=C(O)CNC(=O)/C(=C\c1ccc2c(c1)OCO2)NC(=O)c1ccc(Br)cc1	-9%	-6%	-4%	2%	-8%	-1%	-11%
COc1ccc(C(=O)NC(=S)Nc2ccc3oc(=O)ccc3c2)cc1	1%	-21%	3%	8%	-3%	8%	-4%[10 µM]
COc1ccc(-n2c(Cc3cc(=O)[nH]c(=O)[nH]3)nnc2SCC(=O)Nc2ccccc2)cc1	-6%[15.4 µM]	-1%[38.3 µM]	-9%	-2%	-3%	-15%	-5%
O=c1[nH]c2ccccc2nc1N1CCOCC1	-4%	-6%[38.3 µM]	10%	-5%	-2%	-4%	23%
COc1ccc(S(=O)(=O)N2CCCOC2CNC(=O)C(=O)NCc2ccco2)cc1C (centres undefined)	-1%	7%	30%	2%	4%[9.22 µM]	8%	4%[10 µM]
Cc1cc(C)n2nc(SCc3nnc(SCc4ccccc4C)s3)nc2n1	-7%	17%[38.3 µM]	-11%	9%	13µM*	-16%	18%[10 µM]
CC(C)N(C(=O)CN1C(=O)C(=O)c2ccccc21)c1ccccc1	?	8%	-7%	5%	-1%[9.22 µM]	6%	17%[10 µM]
COc1ccc(OC)c(C(O)c2nc3ccccc3n2C(C)C)c1 (centres undefined)	-2%	23%[38.3 µM]	0%	8%	-6%	-4%	22%
CCc1ccc(N(C(=O)CNC(=O)c2ccco2)C(C(=O)NCC2CCCO2)c2ccccc2)cc1 (centres undefined)	?	7%	20%	13%	-12%[9.22 µM]	5%	1%[10 µM]
C=CCc1ccccc1OCC(=O)OCCNC(=O)c1cccnc1	?	-10%[38.3 µM]	1%	-5%	16%	-6%	20%
Cc1ccc(Nc2c(-c3cccnc3)nc3ccc(Br)cn23)cc1	1%	3%	?	-13%	13%	-2%	-8%
C/C(=N\NC(=O)c1ccc(-c2ccccc2)cc1)C1C(=O)c2ccccc2C1=O	9%	20%	5%	2%	6%[9.22 µM]	1%	2%[10 µM]
CCC(C)[C@H]1CN=C(N)N1CCCc1cc(OC)c(OC)c(OC)c1 (some centres undefined)	nt	nt	-8%	5%	29%[9.22 µM]	0%	19%[10 µM]
Cc1nc(CS(=O)(=O)c2ccccn2)sc1C(=O)NNC(=O)c1c(F)cccc1Cl	nt	nt	3%	1%	-20%[9.22 µM]	-6%	-3%[10 µM]
c1ccc(Cn2c(NCc3ccco3)nc3ccccc32)cc1	-7%	8%	1%	-4%	-24%	-5%	-23%[0.074 µM]
(next part)
SMILES	GAA inh	IMPase Li inh	GAA glycogen mod	GoLoco inh red	HttQ103 aggreg	GAA spleen mod	HTT cytoprotect
CCOc1ccccc1N1CCN(S(=O)(=O)c2cccs2)CC1	?	18%[38.3 µM]	-1%	9%	1%	-1%	5%[0.074 µM]
CC(Cl)C(=O)Nc1ccccc1C#N (centres undefined)	3%	-1%	8%	18%	-12%	1%	-2%[0.074 µM]
CCCNCc1cc(OCC)c(OCC(=O)Nc2ccccc2)cc1Br	-6%	9%	-9%	0%	-19%	-14%	-20%
Cc1cnc(C(=O)Nc2ccc(N3CCCCC3)cc2)cn1	1%	-3%	0%	9%	-5%	0%	-91%[inhibitor]
C=CCN1C(=O)C(CC(=O)Nc2ccccc2F)S/C1=N\c1nccs1 (centres undefined)	nt	nt	-1%	8%	3%[9.22 µM]	-1%	13%[10 µM]
CCC1(c2ccccc2)NC(=O)N(Cc2cccc([N+](=O)[O-])c2)C1=O (centres undefined)	-3%	3%	1%	-6%	16%	-2%	-18%
CCC(=O)Nc1ccc(Br)cn1	5%	3%	15%	1%	7%[9.22 µM]	-1%	20%[10 µM]
O=C(N/N=C\c1cn[nH]c1-c1ccccc1)c1cccs1	-2%	-6%	6%	15%	-10%	-2%	nt
Cc1ccc(NC2=Nc3ccccc3CS2)cc1	-9%	nt	7%	nt	3%	3%	-16%
O=C(O)CN1CCCC1=Nc1ccccc1	2%	28%[38.3 µM]	-6%	-20%	7%	-4%	-12%
O=C(CCNc1ccc(Cc2ccncc2)cc1)c1ccc([N+](=O)[O-])cc1	0%	22%	-9%	12%	1%[9.22 µM]	6%	-27%[1.9 µM]
Cc1cc2cc(CNC(=O)c3ccc(S(=O)(=O)N4CCOCC4)cc3)ccc2[nH]1	nt	nt	5%	-4%	1%[9.22 µM]	-1%	-3%[10 µM]
Cc1ccc[n+](/C(=C\C(=C=[N-])C#N)C(=O)c2ccc(Cl)cc2)c1	0%	-3%	13%	7%	-38%[9.22 µM]	-3%	36%[10 µM]
COc1cc(/C=C/C(=O)N2CCN(C)CC2)cc(S(=O)(=O)N2CCc3ccccc32)c1OC	nt	nt	4%	10%	-14%[9.22 µM]	3%	5%[10 µM]
COc1cccc(CN(C)CC(=O)Nc2ccccc2C(=O)Nc2ccccc2)c1OC	-7%	2%	?	-12%	5%	0%	-64%[inhibitor]
COc1ccccc1C(=O)NNC(=S)NC(=O)c1sc2ccccc2c1Cl	-5%	-3%	1%	1%	-33%	3%	31%[10 µM]
CC(C)(C)c1ccc(Oc2ccc(N)cn2)cc1	nt	nt	-1%	-11%	-4%[9.22 µM]	-1%	-30%[10 µM]
COc1ccc(Cn2c(=O)[nH]c3cc(C(=O)NCCCN4CCCCCC4)ccc3c2=O)cc1	?	16%	-13%	-1%	14%	-13%	16%
Cc1ccc(N2CCN(c3ccc(C)cc3)C2c2cccnc2)cc1	-10%	49%[activator][38.3 µM]	-14%	5%	?	-6%	1%
CCOC(=O)Cc1csc(NC(=O)c2c(-c3ccccc3)noc2C)n1	-9%	38%[activator][38.3 µM]	-3%	-4%	-11%	-3%	-9%[10 µM]
N=c1n(CCN2CCCCC2)c2ccccc2n1CC(O)COc1ccccc1 (centres undefined)	-7%	10%[38.3 µM]	4%	-7%	-9%	-11%	-56%[inhibitor]
CNC(=O)[C@@H]1C[C@H]1[C@@H](NC(=O)OCc1ccccc1)c1ccccc1	4%	-5%&-12%	3%	1%&-4%	24%	-3%&-6%	-9%
Cc1nnc(SCC(=O)Nc2ccccc2)[nH]c1=O	-6%	5%[38.3 µM]	7%	2%	15%	2%	12%
O=C(O)CCNC(=O)c1ccc(Br)o1	-9%	8%[38.3 µM]	0%	-13%	14%	-1%	3%[10 µM]
O=C1CS/C(=N/N=C\c2ccn[nH]2)N1	nt	nt	-22%	6%	-37%[9.22 µM]	-7%	-3%[10 µM]

Five compounds picked at random from the list so far:
SMILES	GAA inh	IMPase Li inh	GAA glycogen mod	GoLoco inh red	HttQ103 aggreg	GAA spleen mod	HTT cytoprotect
CC(Cl)C(=O)Nc1ccccc1C#N (centres undefined)	3%	-1%	8%	18%	-12%	1%	-2%[0.074 µM]
CC(C)(C)c1ccc(Oc2ccc(N)cn2)cc1	nt	nt	-1%	-11%	-4%[9.22 µM]	-1%	-30%[10 µM]
COc1ccc(Cn2c(=O)[nH]c3cc(C(=O)NCCCN4CCCCCC4)ccc3c2=O)cc1	?	16%	-13%	-1%	14%	-13%	16%
Cc1nnc(SCC(=O)Nc2ccccc2)[nH]c1=O	-6%	5%[38.3 µM]	7%	2%	15%	2%	12%
Cc1ccc(NC2=Nc3ccccc3CS2)cc1	-9%	nt	7%	nt	3%	3%	-16%

Arranged by length of the SMILES (ascending): part of the list above
SMILES	GAA inh	IMPase Li inh	GAA glycogen mod	GoLoco inh red	HttQ103 aggreg	GAA spleen mod	HTT cytoprotect
Cc1ccc(NC2=Nc3ccccc3CS2)cc1	-9%	nt	7%	nt	3%	3%	-16%
O=C(CCNc1ccc(Cc2ccncc2)cc1)c1ccc([N+](=O)[O-])cc1	0%	22%	-9%	12%	1%[9.22 µM]	6%	-27%[1.9 µM]
CCC1(c2ccccc2)NC(=O)N(Cc2cccc([N+](=O)[O-])c2)C1=O (centres undefined)	-3%	3%	1%	-6%	16%	-2%	-18%

Later entries.
SMILES	GAA inh	IMPase Li inh	GAA glycogen mod	GoLoco inh red	HttQ103 aggreg	GAA spleen mod	HTT cytoprotect
O=C(CCN1CCCCC1)NCNC(=O)CCN1CCCCC1	5%	-4%	1%	-6%	-24%	0%	-4%[10 µM]
S=C1NCN(Cc2cccnc2)CN1c1cccc(Cl)c1	-9%	nt	1%	4%	9%[9.22 µM]	-13%	13%[10 µM]
COCCNc1ncnc2nc[nH]c12	0%	1%[38.3 µM]	-12%	9%	?	4%	-14%
CN(C)C(=O)c1ccc(N/C=C(\C=O)c2nc3ccccc3o2)cc1	8%	8%	-6%	6%	1%[9.22 µM]	5%	9%[10 µM]
Clc1ccc(-n2cnnn2)cc1	0%	0%	-2%	0%	-10%	5%	-10%[10 µM]
CCOC(=O)N1CCC(NC(=O)C2=CCN(S(=O)(=O)c3ccccc3)CC2)CC1	nt	nt	-7%	10%	12%[9.22 µM]	5%	11%[10 µM]
C=CC(=C)CCC=C(C)C	nt	-12%	nt	-2%	nt	8%	-37%

Not all compounds are listed; rates above refer to the full screens.
